# Gli-Sufu block – blocks Gli-Sufu signaling in a luciferase reporter; actives 0.74% (n = 340,000); inhibition, % at 5 µM; Sufu-KO-LIGHT fibroblasts, Gli luciferase reporter luminescence; AID 588413;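 active = inhibition above about 55%, limit read from the data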;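 note: 0% = DMSO-treated cells and 100% = wells with medium but no cells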
# SENP7 inh – inhibitors of human SENP7 protease; inhibition, % at 5 µM; actives 1.5% (n = 330,000); Q9BQF6; recombinant SENP7, Z-RLRGG-aminoluciferin luminescence, 40 min;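 active = inhibition above about 50% at the single test dose, limit read from the data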;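 note: plate controls were DMSO with enzyme for no effect and no enzyme buffer wells for full effect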
# Target sequence (Q9BQF6 706-1050 limits assumed): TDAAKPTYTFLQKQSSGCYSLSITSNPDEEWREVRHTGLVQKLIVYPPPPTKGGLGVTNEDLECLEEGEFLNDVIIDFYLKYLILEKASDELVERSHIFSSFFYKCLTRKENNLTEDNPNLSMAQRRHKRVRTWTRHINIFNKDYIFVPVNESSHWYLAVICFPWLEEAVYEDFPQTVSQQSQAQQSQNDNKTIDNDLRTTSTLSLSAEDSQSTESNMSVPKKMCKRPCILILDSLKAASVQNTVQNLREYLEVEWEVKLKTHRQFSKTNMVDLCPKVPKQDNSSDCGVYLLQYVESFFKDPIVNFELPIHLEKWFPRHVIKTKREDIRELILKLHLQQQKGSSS
# HKDC1 inhibitor – blocks human hexokinase HKDC1 activity; Q2TB90; recombinant HKDC1, G6PDH/diaphorase resazurin coupled fluorescence; inhibition, % at 20 µM; actives 0.16% (n = 340,000);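 active = inhibition above about 35% when tested at 20 µM, limit read from the data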;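 note: plate controls were DMSO wells with enzyme for no effect and DMSO wells lacking enzyme for full effect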
#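 Assay system: recombinant HKDC1 hexokinase; detection: coupled resazurin fluorescence, excitation 525 nm, emission 613 nm; benchmarks: DMSO-plus-enzyme-mix negative control, buffer-substituted positive control; compound dosing: single 20 µM dose; schedule: 90 min at room temperature in dark; also added: glucose plus 1 mM ATP as hexokinase substrates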
# UBC13 inh – inhibitors of human UBC13 polyubiquitin chain formation. P61088. TR-FRET. inhibition, % at 20 µM. actives 0.47% (n = 330,000); in the data active = inhibition above about 45%, passing the limit was not always enough
# Target sequence (P61088 whole entry, looked up): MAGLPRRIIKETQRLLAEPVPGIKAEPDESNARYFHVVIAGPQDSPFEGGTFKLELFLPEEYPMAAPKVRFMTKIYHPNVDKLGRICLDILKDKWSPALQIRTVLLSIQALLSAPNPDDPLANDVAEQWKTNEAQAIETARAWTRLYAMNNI
# 697 NFkB inh – lowers PMA/ionomycin-induced NF-kB signal in 697 B cells. 697 B-cell NF-kB luciferase reporter, 16 h. inhibition, % at 4 µM. actives 0.33% (n = 330,000). AID 435022; in the data active = inhibition above about 35%
# Apaf1 inhib – inhibitors of human Apaf-1 apoptosome; O14727; AID 489030; inhibition, % at 20 µM; reconstituted apoptosome caspase-3 activity, DEVD-Rh110 fluorescence; actives 0.71% (n = 330,000); active = inhibition of at least 40% at 20 µM;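 note: plate controls were DMSO wells for no effect and DEVD-CHO caspase inhibitor wells for full effect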
#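 System: Apoptosome proteins | Medium: Hepes pH 7.5 with detergent and BSA | Also added: Cytochrome c trigger plus (Z-DEVD)2-Rh110 caspase-3 substrate | Incubation: 30 min compound preincubation, 50 min activation, room temperature | Detection: Rhodamine 110 fluorescence at Ex 480/Em 540 nm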
# Jurkat NFkB inh – lowers PMA/ionomycin-induced NF-kB signal in Jurkat cells | PMA/ionomycin-induced NF-kB luciferase reporter, luminescence | inhibition, % at 4 µM | actives 0.53% (n = 330,000) | AID 435003
# SENP8 block – SENP8 protease inhibition | Q96LD8 | AID 2540 | actives 1.2% (n = 330,000) | inhibition, % at 10 µM | purified SENP8, Z-RLRGG-aminoluciferin cleavage, luminescence
# Target sequence (Q96LD8 whole entry, looked up): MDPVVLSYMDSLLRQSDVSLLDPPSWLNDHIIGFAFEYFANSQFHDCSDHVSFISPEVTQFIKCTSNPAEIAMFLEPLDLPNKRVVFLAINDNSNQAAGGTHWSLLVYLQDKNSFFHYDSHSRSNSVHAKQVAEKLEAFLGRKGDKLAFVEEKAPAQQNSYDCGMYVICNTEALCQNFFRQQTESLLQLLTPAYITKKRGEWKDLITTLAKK
# * marks the source's active call; other numbers are inactive results; i = inactive; x = no result given; & = joins results of further samples. Cut-off read from the data, not from the text of the source, unless noted: active = inhibition above about 50%; inactive = the rest. Not all compounds are listed, so the mix of outcomes need not match the whole.
SMILES,Gli-Sufu block,SENP7 inh,HKDC1 inhibitor,UBC13 inh,697 NFkB inh,Apaf1 inhib,Jurkat NFkB inh,SENP8 block
COc1ccc(CCC(C)NCCc2ccccc2)cc1 (configuration not stated),15,4,-7,9,15,-19,3,1
C[N+](C)(C)CC#CCN1CCCC1=O,-5,-12,-8,-6,-12,1,15,-3
COc1ccc(-c2nc3ccccc3c(=O)n2-c2nccs2)cc1,-6,-6,0,-1,6,0,-14,6
CCNc1cc(N2CCN(C)CC2)ccc1[N+](=O)[O-],25,-10,-4,-81,-7,-1,-7,-9
CCN(CC)c1ccc(/C=C2\C(=O)NC(=S)N(C)C2=O)o1,-59,10,0,i,-93,-5,-73,19
COC(=O)C1=C(c2cc3ccccc3s2)C[C@@H]2CC[C@H]1N2C(=O)NC(C)C,9,-1,-5,2,11,-7,4,13
CC(=O)OC1=CC[C@H]2[C@@H]3CC[C@H]4C[C@H](OC(C)=O)[C@@H](OC(C)=O)C[C@]4(C)[C@H]3CC[C@]12C,5,4,0,11,4,4,15,-7
N/C(=N/[N+](=O)[O-])N1CCN(C(=O)Oc2ccc([N+](=O)[O-])cc2)CC1,2,-7,-3,-4,-21,11,-7,-7
COC(=O)C1=C(c2ccccc2OCc2ccccc2)C[C@@H]2CC[C@H]1N2C(=O)NCCOc1ccc(OC)cc1,15,-3,9,8,-1,17,4,9
c1ccc(CCn2nnnc2CN2CCC(n3nnc4ccccc43)CC2)cc1,7,2,-1,-10,0,8,-4,2
CN(C)C(=O)Oc1cc(OC(=O)N(C)C)cc(C(O)CNC(C)(C)C)c1 (configuration not stated),-1&4,2,1&2,-2,4,-11,1,6
O=C(OCC(=O)c1ccc([N+](=O)[O-])cc1)/C(=C/c1ccc(Cl)cc1)NC(=O)c1ccccc1,0,9,5,-9,8,0,11,1
N#CC1=C(N)Oc2c(c(=O)oc3ccccc23)C1c1ccc(OC(=O)N2CCOCC2)cc1 (configuration not stated),3,3,-1,1,0,5,-7,-4
CCCCn1c(O)c(C(C)=Nc2ccc(C(=O)O)cc2)c(=O)[nH]c1=O,-2,5,0,5,5,-5,-8,0
O=C(Nc1ccc(F)c([N+](=O)[O-])c1)N1C[C@H]2C[C@@H](C1)c1cccc(=O)n1C2,-4,3,-3,-6,-5,1,8,3
O=C(CNC(=O)c1cccc(Cl)c1)Nc1ccc(Br)cc1C(=O)c1ccccc1,9,0,12,5,13,17,7,-2
CCOC(=O)CSc1ccc(C(=O)N2CCC3(CC2)OCCO3)cc1[N+](=O)[O-],0,4,-8,0,15,2,-18,-4
O=C(Nc1ccc(Br)cc1)N1C[C@H]2C[C@@H](C1)c1cccc(=O)n1C2,0,2,-5,4,1,12,9,-3
O=C(/C=C/c1ccccc1)c1c(O)n(CCc2ccccc2)c(=O)[nH]c1=O,-11,6,2,-40,6,22,-12,-6
Cc1cc(OCC(=O)N2CCC(C(N)=O)CC2)c2c3c(c(=O)oc2c1)CCCC3,5,-6,-3,15,42*,-7,-8,4
CC(C)N1C(=O)CC2(CC[N+](C)(CCOC(=O)C(O)(c3ccccc3)c3ccccc3)CC2)C1=O (configuration not stated),-1,0,3,4,8,7,12,5
CCC(=NCC1CCCO1)c1c(O)n(-c2ccccc2)c(=O)[nH]c1=O (configuration not stated),17,-2,-9,0,9,-7,12,0
O=P(Oc1ccccc1)(Oc1ccccc1)C(Nc1ccccc1)c1ccccc1 (configuration not stated),6,0,11,9,-1,4,-15,-3
Cc1cccc(C(=O)NC(Oc2ccccc2)C(Cl)(Cl)Cl)c1 (configuration not stated),-4,0,3,1,-10,11,3,-10
COc1ccc(CN2CCCC(C(=O)c3sccc3C)C2)cc1O (configuration not stated),25,1,-8,11,17,-7,-6,-2
CP(=O)(O)CCCN,-1,-9,-3,-1,19,-29,3,3
Cc1[nH]c2ccccc2c1CCCNC1CCCCC1,5,-5,-7,13,2,-20,5,6
Cc1cc2ccccc2c(=O)n1CC(=O)NCC(=O)N1CCC2(CC1)OCCO2,7,0,-4,-6,0,-9,-21,2
COC(=O)C1=C(c2ccc3ccccc3c2)C[C@@H]2CC[C@H]1N2C(=O)NCc1ccc(C(F)(F)F)cc1,10,-9,3,-23,-6,33,7,-13
Cc1ccc[n+](CC(O)Cn2c3ccccc3c3ccccc32)c1 (configuration not stated),-1,-10,6,-7,-20,6,1,-6
O=c1[nH]c(=S)n(CCC2=CCCCC2)c(O)c1C=NCCCn1ccnc1,-7,3,4,6,-5,9,-2,3
O=C(O)CCn1cc(C=C2C(=O)NC(=O)NC2=O)c(-c2ccc(Br)cc2)n1,9,5,-9,-2,4,-9,8,-1
O=C(C(Cc1ccccc1)NS(=O)(=O)c1ccc(F)cc1)N1CCC2(CC1)OCCO2 (configuration not stated),0,-9,-5,-7,-5,11,5,-14
N#CC1=C(N)Oc2c(c(=O)sc3ccccc23)C1c1ccncc1 (configuration not stated),x,-12,-58,32,-13,12,-11,1
O=[N+]([O-])c1ccc(N2CCCC2)c2ncccc12,3,-3,3,-148,-2,2,17,10
Cc1ccc(-n2c(O)c(/C=N/NC(=O)c3ccncc3)c(=O)[nH]c2=O)cc1C,-3,2,1,39,5,0,-9,-4
CCn1cc(CN2CCCC(C(=O)c3cccc(OC)c3)C2)c(C)n1 (configuration not stated),34,0,-10,-5,-1,-10,22,3
Cc1ccc(Cn2nc(C)c(C=O)c2Cl)cc1,1,0,1,-8,1,-10,-3,6
CC(C)(C#CCCCCC#CC(C)(C)[N+](C)(C)C)[N+](C)(C)C,x,-1,x,5,14,-17,15,-5
CCN1CCN(Cc2ccc(C)cc2)CC1,-5,-10,-8,-2,-7,-7,-2,-8
COC(=O)C1=C(c2ccc(F)cc2F)C[C@@H]2CC[C@H]1N2C(=O)NCCO,-12,4,0,10,15,-1,-3,-5
CCC(C)n1c(O)c(/C=N/N2CCOCC2)c(=O)[nH]c1=S (configuration not stated),4,3,4,-14,9,2,3,-5
Cc1ccc2c(c1)C1CN(C)CCC1N2C(=O)Cn1nnc(-c2ccccc2F)n1 (configuration not stated),1,9,4,39,12,11,-7,2
CCOc1cc2[nH]c(=S)n(CCCC(=O)N3CCC4(CC3)OCCO4)c(=O)c2cc1OCC,-7,9,-4,5,12,-5,11,6
Cn1c(O)c(C(c2ccncc2)c2c(O)n(C)c(=S)n(C)c2=O)c(=O)n(C)c1=S,-6,-9,-4,-11,-2,-1,-10,4
Cc1ccc2c(c1)C1CN(C)CCC1N2C(=O)c1ccco1 (configuration not stated),2,2,-9,4,3,-13,9,4
COc1ccc(C(CC(=O)N2CCC3(CC2)OCCO3)NS(=O)(=O)c2ccc(OC)cc2)cc1 (configuration not stated),-17,-3,-8,-3,11,-2,11,-11
CC1CCN(CC(=O)c2ccccc2Cl)CC1,-20,10,-11,3,-10,-9,-2,-4
c1ccc(C(OCCN2CCN(c3ncccn3)CC2)c2ccccc2)cc1,-1,-7,0,6,-11,-17,5,-6
COC1=CC=C2[C@H]3Cc4ccc(OC)c5c4[C@@]2(CCN3C)C1O5 (some centres not stated),3,1,-2,2,12,-7,3,3
Cc1cc(OCC(=O)NCc2ccncc2)c2c3c(c(=O)oc2c1)CCCC3,17,-6,3,9,11,4,13,3
COC(=O)c1cccc(N=Cc2c(O)n(Cc3ccc(F)cc3)c(=O)[nH]c2=O)c1,-5,-4,1,-15,-21,8,4,-6
COP(=O)(OC)C(Nc1ccccc1)c1ccccc1 (configuration not stated),24,3,-4,-9,-39,10,-23,-1
O=C(CN1CCOCC1)Nc1ccc(Br)cc1C(=O)c1ccccc1,-2,6,-9,0,-1,-2,5,-3
CC(Cc1ccccc1)NC(=O)/C=C/c1ccc(Cl)cc1 (configuration not stated),8,-5,-2,10,1,5,-8,-11
O=C1/C(=C/c2ccc([N+](=O)[O-])cc2)N2CCC1CC2,-6,-7,3,4,24,-7,1,-1
COc1cc(CNCCc2ccc3c(c2)OCO3)cc(OC)c1OC,10,7,-2,-2,-1,-7,5,-3
O=C(Nc1ccccc1)c1c(O)[nH]c(=S)[nH]c1=O,31,61*,3,0,-44,12,-13,52*
OC1(c2ccc(F)cc2)CC2CCC(C1)N2Cc1nnnn1C1CCCC1 (configuration not stated),6,2,5,3,23,5,-4,1
COC(=O)C1=C(c2cc3ccccc3o2)C[C@@H]2CC[C@H]1N2C(=O)N1CCC(C)CC1,53,-5,-1,9,-3,30,-2,-1
COc1cccc(C(=O)C2CCCN(C3CCOCC3)C2)c1 (configuration not stated),22,-2,-7,-25,-13,-2,-14,-19

# One compound at a time, as listed above:
# Listed for `CCN1CCN(Cc2ccc(C)cc2)CC1` = Gli-Sufu block: -5; SENP7 inh: -10; HKDC1 inhibitor: -8; UBC13 inh: -2; 697 NFkB inh: -7; Apaf1 inhib: -7; Jurkat NFkB inh: -2; SENP8 block: -8
# Listed for `CCC(C)n1c(O)c(/C=N/N2CCOCC2)c(=O)[nH]c1=S` (configuration not stated) = Gli-Sufu block: 4; SENP7 inh: 3; HKDC1 inhibitor: 4; UBC13 inh: -14; 697 NFkB inh: 9; Apaf1 inhib: 2; Jurkat NFkB inh: 3; SENP8 block: -5

# Molecules shown so far that have an NH in an aromatic ring:
SMILES,Gli-Sufu block,SENP7 inh,HKDC1 inhibitor,UBC13 inh,697 NFkB inh,Apaf1 inhib,Jurkat NFkB inh,SENP8 block
CCCCn1c(O)c(C(C)=Nc2ccc(C(=O)O)cc2)c(=O)[nH]c1=O,-2,5,0,5,5,-5,-8,0
O=C(/C=C/c1ccccc1)c1c(O)n(CCc2ccccc2)c(=O)[nH]c1=O,-11,6,2,-40,6,22,-12,-6
CCC(=NCC1CCCO1)c1c(O)n(-c2ccccc2)c(=O)[nH]c1=O (configuration not stated),17,-2,-9,0,9,-7,12,0
Cc1[nH]c2ccccc2c1CCCNC1CCCCC1,5,-5,-7,13,2,-20,5,6
O=c1[nH]c(=S)n(CCC2=CCCCC2)c(O)c1C=NCCCn1ccnc1,-7,3,4,6,-5,9,-2,3
Cc1ccc(-n2c(O)c(/C=N/NC(=O)c3ccncc3)c(=O)[nH]c2=O)cc1C,-3,2,1,39,5,0,-9,-4
CCC(C)n1c(O)c(/C=N/N2CCOCC2)c(=O)[nH]c1=S (configuration not stated),4,3,4,-14,9,2,3,-5
CCOc1cc2[nH]c(=S)n(CCCC(=O)N3CCC4(CC3)OCCO4)c(=O)c2cc1OCC,-7,9,-4,5,12,-5,11,6
COC(=O)c1cccc(N=Cc2c(O)n(Cc3ccc(F)cc3)c(=O)[nH]c2=O)c1,-5,-4,1,-15,-21,8,4,-6
O=C(Nc1ccccc1)c1c(O)[nH]c(=S)[nH]c1=O,31,61*,3,0,-44,12,-13,52*

# Bioassay records from PubChem BioAssay.
